# LYP phosphatase: PTPN22 lymphoid phosphatase activity blockers – biochemical, fluorescence intensity, uHTS (AID 1779) | recombinant LYP phosphatase, fluorescence intensity; higher % means a stronger effect | inhibition, % at 11.5 µM; hits with a dose series show IC50 in µM | hit rate 0.054% among 290,000; in the data active = inhibition above about 50%;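 also: plate controls were vehicle with enzyme for no effect and no enzyme for full effect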
# GPR35 arrestin U2OS: inhibition of zaprinast-stimulated GPR35 beta-arrestin translocation – imaging, U2OS, beta-arrestin-GFP, zaprinast agonist, primary screen (AID 2058); U2OS GPR35 beta-arrestin-GFP translocation imaging, zaprinast antagonism; higher % means a stronger effect; inhibition, % at 10 µM; hits with a dose series show IC50 in µM; hit rate 0.052% among 290,000;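 active = inhibition of at least 50% with at least 30 cells and total cytoplasm GFP at most 10,000,000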
# Large T inhibition: TAg ATPase/helicase activity blockers – biochemical (AID 1903); SV40 large T antigen ATPase/helicase inhibition assay; higher % means a stronger effect; hit rate 0.39% among 310,000; inhibition, % at 20 µM; hits with a dose series show IC50 in µM; in the data active = a potency from the dose series; also: strong numbers were not always called active
# NTR1 ag: agonists of NTR1, primary screen, imaging, U2OS cells, beta-arrestin-GFP, high content (AID 493036); P30989; NTR1-U2OS beta-arrestin-GFP spot imaging, agonist mode; activation, % at 20 µM; hit rate 0.17% among 330,000;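 active = activation at or above 40% of the spot to cytoplasm intensity ratio, with at least 20 cells analyzed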;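 also: 0% = DMSO without peptide and 100% = 100 nM NTR1 peptide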
# Target sequence (P30989 whole entry, looked up): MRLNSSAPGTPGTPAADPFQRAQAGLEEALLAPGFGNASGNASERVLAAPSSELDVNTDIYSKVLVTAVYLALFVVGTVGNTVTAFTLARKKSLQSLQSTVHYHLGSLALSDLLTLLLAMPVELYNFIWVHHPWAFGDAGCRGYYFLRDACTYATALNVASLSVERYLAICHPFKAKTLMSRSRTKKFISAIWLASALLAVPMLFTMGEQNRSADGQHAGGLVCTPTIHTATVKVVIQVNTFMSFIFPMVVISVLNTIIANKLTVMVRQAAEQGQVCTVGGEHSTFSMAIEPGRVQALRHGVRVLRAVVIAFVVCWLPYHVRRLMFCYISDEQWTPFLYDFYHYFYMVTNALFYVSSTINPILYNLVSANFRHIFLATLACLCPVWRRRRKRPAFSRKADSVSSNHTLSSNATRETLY
# Rac1 GTP hydrolysis: MgcRacGAP GTPase-activating activity inhibitors, confirmation, biochemical, ADP Hunter fluorescence | MgcRacGAP-stimulated Rac1 GTP hydrolysis, ADP Hunter fluorescence; higher % means a stronger effect; GST-tagged Rac1 F28L mutant substrate | one-dose inhibition, % at 30 µM; IC50 in µM for titrated hits | hit rate 0.6% among 340,000;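 active = first-screen hits whose inhibition reached a set limit at any dose in the follow-up dose series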;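 also: fluorescence reports GDP produced by GAP-driven GTP hydrolysis; strong numbers were not always called active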
# GPR55 antagonists: GPR55 antagonists blocking LPI-driven arrestin recruitment, primary screen, imaging, U2OS, beta-arrestin-GFP, LPI agonist (AID 2013); U2OS GPR55 beta-arrestin-GFP translocation imaging, LPI antagonism; higher % means a stronger effect; inhibition, % at 10 µM; hits with a dose series show IC50 in µM; hit rate 0.13% among 290,000;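 active = spots per cell inhibited over 60%, with over 100 cells counted and total cytoplasm intensity under 500,000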;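 also: U2OS cells stably carrying GPR55 and arrestin-GFP stimulated by 5 µM LPI near EC80; imaged beta-arrestin-GFP aggregate spots per cell after agonist stimulation; plate controls were LPI-stimulated DMSO wells for no effect and DMSO wells without LPI for full effect; some results filed as inactive read as strong as hits; confirmed hits need IC50 under 10 µM and bright autofluorescent wells are also inconclusive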
# GPR55 activation: selective activators of receptor GPR55 – imaging, U2OS cells, beta-arrestin-GFP redistribution, primary screen (AID 1961); U2OS GPR55 beta-arrestin-GFP redistribution imaging; higher % means a stronger effect; activation, % at 10 µM, or EC50 in µM where a hit was titrated; hit rate 0.048% among 290,000;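 active = activation above 40% with more than 50 cells counted in the well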;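 also: U2OS osteosarcoma cells stably expressing GPR55 and beta-arrestin-GFP; plate controls were DMSO negative control for no effect and LPI positive control for full effect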
# Lipid droplet: modulators of hepatic lipid droplet formation | hit rate 0.4% among 240,000 | AML12 mouse hepatocytes, oleate lipid droplets, BODIPY imaging | inhibition, % at 6.5 µM;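 active = lipid droplet intensity inhibited by at least 50%, with more than 500 cells counted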
#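 Technique: fluorescence imaging, 20x objective, two fields per well / Assay system: AML12 hepatocytes (mouse) / Measure: % inhibition of lipid droplet signal / Doses: 6.5 µM single-point dosing / Incubation: overnight exposure / Reagent: 100 µM oleic acid challenge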
# T cell modulator: T cell immune modulators affecting CD8 T cell-vesicle binding | hit rate 0.068% among 330,000 | calls only at 7 µM | 2C CD8+ T cell-vesicle binding, flow cytometry; stronger effect = lower value | AID 2052;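 active = response, share of CD8 T cells binding vesicles, and their 90th percentile fluorescence all below set limits, cut at about 80% in these data, passing the limit was not always enough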
#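 Benchmarks: naked versus QL9-loaded vesicles / Assay system: purified 2C TCR transgenic mouse naive CD8+ T cells / Technique: high-throughput flow cytometry with anti-B7-1 and anti-CD8 staining / Timing: Cell–vesicle co-incubation 1.5 h at 37 °C, staining 20 min on ice / Read-out: percent CD8+ FL2 mean versus row control / Probe or stimulus: QL9-loaded Drosophila micro-vesicles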
# Lipid droplet cells 6.5 µM: second read-out of Lipid droplet, no call of its own (marks repeat the call); cell count; measured here: cell count, cytotoxicity flag;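 cells counted across two imaged fields per well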
# T cell modulator vesicle-bound %: recorded beside T cell modulator, whose call it bears; double positive events, %; measured here: CD8+ vesicle-bound cell fraction;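 binding gate set so that unloaded-vesicle control wells show 10% double positive cells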
# NTR1 ag cell count 20 µM: further read-out of NTR1 ag, marked with its call; cell count; measured here: cell count, cytotoxicity flag
# The depositor's hits bear a star; i = inactive; . = not tested or not shown; & = joins results of further samples; ! = repeats disagree. Hits appear at their usual frequency, and some 1.8% of all compounds hit somewhere here.
SMILES,LYP phosphatase,GPR35 arrestin U2OS,Large T inhibition,NTR1 ag,NTR1 ag cell count 20 µM,Rac1 GTP hydrolysis,GPR55 antagonists,GPR55 activation,Lipid droplet,Lipid droplet cells 6.5 µM,T cell modulator,T cell modulator vesicle-bound %
COc1ccc(-c2cc3nnc(-c4ccccc4)nc3s2)cc1,-4%,-6%,-1%,-0.2,61,6%,0%,0.3%,-4,727,i,18
Cc1ccc(/C(O)=C2/C(=O)C(=O)N(CCN3CCOCC3)C2c2ccccn2)cc1 (centres undefined),-12%,-8%,7%,13,82,8%,4%,-0.3%,2,740,i,48
Nn1c(CN2CCCCC2)nc2ccccc2c1=O,0%,-9%,2%,1.6,43,8%,2%,-0.1%,-16,691,i,21
O=C1Nc2ccc(Br)cc2C1(O)c1ccc(F)cc1 (centres undefined),-1%,9%,6%,1.2,103,11%,12%,-0.1%,-3,862,i,32
Cc1ccccc1N1CCN(Cc2nc(Cc3ccccc3)no2)CC1,-1%,11%,10%,0.1,50,13%,13%,0.5%,-21,713,i,56
Cc1cc(F)ccc1NCc1ccc([N+](=O)[O-])cc1,-1%,-3%,8%,-0.1,43,1%,-8%,0.1%,4,688,i,6
COC(=O)c1c(N2C(=O)CC(Sc3ccccc3C(=O)O)C2=O)sc2c1CCCC2 (centres undefined),10%,1%,4%,-1.9,93,3%,6%,-0.8%,10,672,i,40
Cc1ccc(OCC(=O)N/N=C/c2cccn2C)cc1C,0%,11%,4%,1.2,57,-12%,-1%,0.2%,11,658,i,56
COc1ccc(Cl)c(OC)c1C(=O)NC(=O)Nc1nc(C)nc(C)n1,-9%,4%,24%,-0.2,67,9%,31%,0.2%,4,819,i,14
Cc1nnc(SCC(=O)NNC(=O)C(C)C)[nH]c1=O,0%,-2%,16%,-0.8,68,8%,-1%,-0.2%,-1,675,i,53
O=C(Nc1ccc(N2CCN(C(=O)c3ccccc3)CC2)c(Cl)c1)c1ccc(Br)o1,0%,6%,7%,16,89,1%,4%,-0.1%,.,.,i,25
CC1CC2(CCCC2)N(C(=O)c2ccccc2)Cc2ccccc21 (centres undefined),-3%,8%,8%,1.6,79,8%,7%,0.5%,-29,641,i,64
CC(c1ccco1)N(C(=O)C12CC3(C)CC(C)(CC(C)(C3)C1)C2)c1ccccn1 (centres undefined),5%,-5%,15%,1.7,89,4%,6%,-0.1%,-5,797,i,30
COc1ccc(NC(=S)/N=C(\N)Nc2nc(C)c3ccccc3n2)cc1,-4%,2%,8%,0.8,44,17%,1%,-0.1%,-14,712,i,19
CCS(=O)(=O)N1CCC(N2CCN(c3ccccc3)CC2)CC1,-6%,0%,7%,3.0,50,9%,-3%,0.3%,13,888,i,58
Cc1sc2ncnc(Sc3ccccc3C(=O)Nc3ccc(C#N)cc3)c2c1C,-5%,11%,10%,0.8,61,-13%,17%,0.2%,-15,613,i,46
O=C(NC(=S)N1CCCCC1c1cccnc1)c1ccc(F)cc1 (centres undefined),-12%,20%,7%,-0.1,63,10%,6%,-0.1%,-6,760,i,10
COc1ccccc1CNS(=O)(=O)c1ccc(-n2cnnn2)c(C)c1,-9%,7%,10%,-0.2,47,1%,-8%,-0.1%,-3,846,i,36
COc1ccccc1NS(=O)(=O)c1cc(NC(=O)Nc2ccccc2)ccc1N1CCCCC1,9%,-3%,4%,.,.,5%,7%,-0.4%,-1,590,i,40
O=C(NCCO)c1cc2ccccc2cc1O,-4%&-4%,-4%&12%,17%,-1.2,72,18%,-3%&-7%,-0.1%&-0.1%,50*!,790*!,i,45
Cc1cc2cc3c(cc2nc1SCC(=O)Nc1ccccc1)CCC3,-2%,-2%,-3%,1.5,62,3%,11%,-0.1%,.,.,i,29
CCC(CO)Nc1nc2ccc(Cl)cc2c2ccccc12 (centres undefined),-7%,6%,1%,9.9,89,10%,-6%,-0.1%,26,788,i,28
O=C(COc1ccc(F)cc1Br)N1CCN(S(=O)(=O)/C=C/c2ccccc2)CC1,-2%,8%,14%,6.0,53,10%,9%,0.4%,1,676,i,62
NC(=O)c1cc2ccccc2o/c1=N/NC(=O)c1cccs1,-4%,-5%,6%,-1.0,44,9%,15%,1.0%,-1,688,i,17
COc1cc(O)c(C(=O)/C=C/c2ccccc2)c(OC)c1,2%,10%,15%,15,77,5%,27%,3.6%,-14,686,i,27

# Arranged by the number under T cell modulator vesicle-bound % (ascending): 4 of the compounds above
SMILES | LYP phosphatase | GPR35 arrestin U2OS | Large T inhibition | Rac1 GTP hydrolysis | GPR55 antagonists | GPR55 activation | T cell modulator | T cell modulator vesicle-bound %
Cc1cc(F)ccc1NCc1ccc([N+](=O)[O-])cc1 | -1% | -3% | 8% | 1% | -8% | 0.1% | i | 6
O=C(NC(=S)N1CCCCC1c1cccnc1)c1ccc(F)cc1 (centres undefined) | -12% | 20% | 7% | 10% | 6% | -0.1% | i | 10
COc1ccc(Cl)c(OC)c1C(=O)NC(=O)Nc1nc(C)nc(C)n1 | -9% | 4% | 24% | 9% | 31% | 0.2% | i | 14
COc1ccccc1CNS(=O)(=O)c1ccc(-n2cnnn2)c(C)c1 | -9% | 7% | 10% | 1% | -8% | -0.1% | i | 36

# Further compounds follow.
SMILES,LYP phosphatase,GPR35 arrestin U2OS,Large T inhibition,NTR1 ag,NTR1 ag cell count 20 µM,Rac1 GTP hydrolysis,GPR55 antagonists,GPR55 activation,Lipid droplet,Lipid droplet cells 6.5 µM,T cell modulator,T cell modulator vesicle-bound %
Cc1cccc(-n2ncc3c(NCc4ccco4)ncnc32)c1,4%,0%,-10%,-0.6,45,9%,-12%,-0.3%,-5,775,i,1
Fc1ccc(NC(=S)NCCN2CCOCC2)cc1,-7%,17%,17%,-1.3,77,5%,3%,-0.1%,4,727,i,7
COc1ccc2nc(-c3ccccc3)nc(SCC(=O)NCC3CCCO3)c2c1 (centres undefined),-8%,2%,10%,1.8,47,5%,5%,-0.1%,19,776,i,27
CCn1c(COc2cccc(C)c2)nc2ccccc21,-4%,11%,11%,0.5,51,-2%,11%,-0.2%,4,541,i,37
O=C(Cc1ccccc1)NCCn1ccc2ccccc21,-3%,1%,8%,-1.0,96,-1%,4%,0.3%,-14,587,i,18
COc1ccccc1Nc1ccc(Nc2ccccc2OC)nn1,-3%,-2%,11%,3.1,72,-7%,-11%,0.5%,0,676,i,50
Cc1cccc(N2C(=O)c3ccc(C(=O)Nc4cccc(C(=O)O)c4)cc3C2=O)c1,-8%,-6%,11%,-0.1,45,7%,2%,-0.3%,-3,697,i,54
CC[N+](CC)(CC)CC(=O)Nc1c(C)cccc1C,.,.,0%,-1.6,54,9%,.,.,.,.,i,37
CC(C)NC(=O)C(=O)NCCN1CCN(C(=O)c2ccc(C(C)(C)C)cc2)CC1,-5%,-19%,-2%,0.4,48,5%,-4%,-0.1%,-6,726,i,26
COC(=O)c1ccc(COn2nnc3ccccc32)cc1,-5%,3%,-7%,1.0,48,1%,-2%,-0.3%,4,673,i,44
CCOc1ccc(S(=O)(=O)N2CCCC(C(=O)N3CCCC3)C2)cc1 (centres undefined),-10%,-12%,6%,-0.5,51,5%,-3%,-0.2%,-23,659,i,54
COc1cccc(-c2nc(CS(=O)CC(=O)O)c(C)o2)c1 (centres undefined),-2%,5%,-2%,-1.1,49,-1%,26%,-0.1%,.,.,i,54
CCOC(=O)N1CCN(C2CC(=O)N(c3ccc(Cl)c(Cl)c3)C2=O)CC1 (centres undefined),-1%,4%,9%,0.3,66,12%,9%,-0.1%,-10,749,i,59
COC(=O)c1ccc(NC(=O)C(=O)N2CCN(C(=S)Nc3ccc(OC)cc3)CC2)cc1,-2%,-5%,12%,1.1,36,5%,8%,1.1%,9,560,i,24
CCCNC(=O)N1CCN(c2nc(C(C)C)c3c(c2C#N)CC(C)(C)OC3)CC1,-3%,4%,9%,-1.9,94,6%,13%,-0.1%,.,.,i,34
CC(C)c1ccc(N(CC(=O)NCCSC(C)(C)C)S(C)(=O)=O)cc1,-8%,-12%,3%,-0.2,79,1%,-10%,-0.2%,9,817,i,38
O=C(/C=C/c1c(Cl)cccc1Cl)NCc1ccccc1,-4%,-11%,4%,0.3,80,3%,2%,-0.2%,-13,746,i,41
COc1ccc(NC(C)=O)cc1NC(=O)CSc1nnc(C2CCCCC2)n1N,-11%,6%,3%,-1.0,55,6%,16%,-0.1%,-2,850,i,69
O=C(NCCc1ccccc1)c1ccc(NCC2CCCO2)c([N+](=O)[O-])c1 (centres undefined),-6%,-8%,-5%,0.9,63,2%,-6%,0.6%,12,713,i,48
CCC1Oc2ccc(C)cc2N(CC(=O)N(Cc2cccnc2)Cc2ccc(C)o2)C1=O (centres undefined),-2%,-8%,6%,1.8,70,-1%,2%,-0.1%,-16,576,i,48
CCNC(=O)CC1C(=O)N(c2ccc(C)cc2)C(=O)N1CCOC (centres undefined),-7%,-1%,13%,0.3,81,3%,12%,0.0%,-1,766,i,40
COc1ccc(NC2=NC(=S)N(c3ccccc3C)C23CCCCC3)cc1,-1%,6%,13%,0.4,78,6%,-6%,-0.1%,1,737,i,57
Cc1ccc2nc(SCC(=O)NCc3ccc4c(c3)OCO4)nc(=O)n2c1,.,.,22%,2.4,61,10%,.,.,.,.,i,15
COc1ccc(C(C(N)=O)c2ncc(C(F)(F)F)cc2Cl)cc1 (centres undefined),-3%,2%,0%,0.0,78,11%,2%,0.1%,-10,704,i,58
O=C(COC(=O)c1cc(S(=O)(=O)Nc2ccccc2Cl)ccc1O)Nc1nc2ccccc2s1,8%,12%,1%,.,.,1%,4%,-1.1%,-6,639,.,.
O=C(N/N=C/c1cccs1)c1n[nH]c2c1CCC2,0%,-16%,19%,4.2,51,-3%,6%,-0.3%,16,541,i,47
COc1ccc(C(=O)NCC(=O)O)cc1,3%,6%,1%,-0.6,86,7%,5%,-0.2%,8,800,i,44
O=C(c1cccc2cccc(O)c12)N1CCCCC1,-6%,7%,18%,-0.8,60,3%,-9%,-0.2%,.,.,i,44
COc1ccc(C2N=C(c3ccccc3)C(C)(C)N2O)cc1OC (centres undefined),-8%,-9%,1%,1.7,82,10%,14%,-0.2%,.,.,i,27
CC1(C)CC(=O)C=C(NCCN2CCNCC2)C1,-8%,-4%,9%,-1.6,56,.,13%,-0.1%,4,783,i,35

# Source: PubChem
